High-throughput results deposited in PubChem by Sanford-Burnham Center for Chemical Genomics.
KOR beta-arrestin-1 = KOR agonists, beta-arrestin recruitment, primary screen, cell-based, luminescence, uHTS (AID 1777) | hit rate 0.02% among 280,000 | activation, % at 10 µM; hits with a dose series show EC50 in µM | KOR beta-arrestin recruitment, luminescence; higher % means a stronger effect; in the data active means activation above about 50%, passing the limit was not always enough; further: a part of the inactive calls stands beside numbers as strong as those of hits
NOD1 inhibition = NOD1 signaling inhibitors, primary screen, cell-based, luminescence, uHTS (AID 1578). inhibition, % at 4 µM, or EC50 in µM where a hit was titrated. hit rate 1% among 290,000. NOD1-driven NF-kB luciferase reporter cells, luminescence; higher % means a stronger effect; in the data active means inhibition mostly above about 36%, no sharp cut-off; inactive means mostly below about 34%;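 further: HEK-293T reporter cells stimulated with the NOD1 agonist gamma-tri-DAP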
TNAP activators = human TNAP enzyme activators, primary screen, biochemical, luminescent, no phosphate acceptor, uHTS (AID 1001); hit rate 0.03% among 200,000; activation fold at 20 µM, or EC50 in µM where a hit was titrated; purified TNAP, luminescent activation assay, no phosphate acceptor; higher activation fold means a stronger effect; in the data active means activation fold from about 3, or a potency from the dose series; inactive means the rest, 99 in 100 with activation fold below about 1.6; further: many of its hits are not listed in these tables
XIAP displacement = XIAP antagonists, biochemical, IAP family, fluorescence polarization (AID 1018); hit rate 0.007% among 200,000; XIAP BIR domain, fluorescence polarization peptide displacement; higher % means a stronger effect; displacement, % at 20 µM; hits with a dose series show IC50 in µM; in the data active means displacement above about 50%; further: a part of the inactive calls stands beside numbers as strong as those of hits
HEK293 NOD2/NF-kB = inhibition of NOD2-driven NF-kB reporter – cell-based, luminescence, uHTS, HEK293 (AID 1566). HEK293 NOD2/NF-kB luciferase reporter, luminescence; higher % means a stronger effect. inhibition, % at 4 µM, or EC50 in µM where a hit was titrated. hit rate 0.63% among 290,000; further: many of its hits are not listed in these tables
PMI inhibitors = MPI enzyme activity inhibition – biochemical, fluorescence intensity, coupled assay, primary screen (AID 1209); inhibition, % at 20 µM; hits with a dose series show IC50 in µM; hit rate 0.42% among 190,000; purified PMI enzyme, coupled fluorescence intensity; higher % means a stronger effect;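 further: plate controls were DMSO vehicle for no effect and wells lacking substrate for full effect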
KOR beta-arrestin-2 = KOR antagonists, beta-arrestin recruitment, cell-based, luminescence, uHTS (AID 1778) | KOR beta-arrestin recruitment, luminescence, antagonist mode; higher % means a stronger effect | one-dose inhibition, % at 10 µM; IC50 in µM for titrated hits | hit rate 0.091% among 290,000; further: strong numbers were not always called active
PMI inhibition = MPI inhibition at elevated mannose 6-phosphate – biochemical, fluorescence intensity, high mannose 6-phosphate, primary screen (AID 1220); inhibition, % at 20 µM; hits with a dose series show IC50 in µM; hit rate 0.66% among 190,000; recombinant PMI enzyme, coupled fluorescence intensity; higher % means a stronger effect
LYP inhibition = inhibitors of LYP phosphatase, biochemical, fluorescence intensity, uHTS (AID 1779); hit rate 0.054% among 290,000; one-dose inhibition, % at 11.5 µM; IC50 in µM for titrated hits; recombinant LYP phosphatase, fluorescence intensity; higher % means a stronger effect;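 further: plate controls were vehicle with enzyme for no effect and no enzyme for full effect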
An asterisk follows results filed as active; · = no result given; [ ] = remark or other dose. Unless noted, no stated cut-off is given here; in the data, active means inhibition above about 50%; inactive means the rest. The list is partial (hit frequency here may not be typical).

SMILES	KOR beta-arrestin-1	NOD1 inhibition	TNAP activators	XIAP displacement	HEK293 NOD2/NF-kB	PMI inhibitors	KOR beta-arrestin-2	PMI inhibition	LYP inhibition
CN[C@@H]1C[C@@H](c2ccc(Cl)c(Cl)c2)c2ccccc21	-1.7%	2%	1	-4.5%	-2%	6%	-18%	3%	-10%
C=CC[N+]1(C)C2CCC1CC(O)C2 (stereo not given)	2.3%	-24%	1.1	-3.7%	7%	-6%	11%	-5%	-7%
Cc1ccc2occ(CN3CC4CC(C3)c3cccc(=O)n3C4)c(=O)c2c1 (stereo not given)	-6.9%	7%	1.1	-4.3%	6%	5%	-12%	5%	-6%
CC(=NCCCN1CCOCC1)c1c(O)[nH]c(=O)[nH]c1=O	-2.0%	1%	1.1	-2.9%	-3%	-3%	26%	-4%	-8%
C/C(=N\N1CCCCCC1)c1c(O)n(-c2ccc(C)cc2)c(=O)[nH]c1=O	-1.5%	-15%	1.1	-3.8%	4%	-4%	·	-7%	1%
Cn1ncnc2c(=O)n(C)c(=O)nc1-2	11%	-59%	1	-1.3%	45%	75%*	-155%	62%*	72%*
O=c1c2ccccc2nc(/C=C/c2ccc3c(c2)OCO3)n1-c1ccccc1	8.3%	·	1	-1.3%	·	2%	20%	-2%	-3%
CN1CCN(C(=O)COc2ccc3ccccc3c2Br)CC1	8.4%	-14%	1.1	-5.4%	7%	1%	12%	7%	-3%
COC(=O)C1C2c3ccccc3C(c3ccccc32)C1C(=O)OC (stereo not given)	-1.1%	-36%	1.1	-1.5%	-14%	-14%	-20%	-10%	4%
Cc1ccc(CN2C3CCCC2CC(NC(=O)c2ccc(F)cc2)C3)cc1 (stereo not given)	-0.2%	0%	·	·	-7%	·	7.7µM*	·	-1%
CCOP(=O)(OCC)c1cccc(OP(=O)(c2cccc([N+](=O)[O-])c2)c2cccc([N+](=O)[O-])c2)c1	0.8%	-6%	·	·	-8%	·	-18%	·	1%
Cn1c(O)c(C=NCCCN2CCCC2=O)c(=O)n(C)c1=O	9.2%	-7%	1.1	-2.1%	6%	-1%	16%	2%	-6%
COc1cccc(C(=O)C2CCCN(Cc3ccccn3)C2)c1 (stereo not given)	0.6%	-24%	1.1	-4.9%	4%	10%	-9%	11%	-4%
COC(=O)c1c(C)n(Cc2ccccc2)c2ccc(O)cc12	-3.2%	20%	1	-6.8%	30%	22%	6%	39%	-1%
CC1=CC2/C=C(\C)CCC(O)C(O)/C=C/C(=O)C23C(=O)NC(CC(C)C)C3C1C (stereo not given)	-6.7%	91%*	1	-6.6%	-107%	1%	41%	-1%	-6%
O=C(O)c1nn(Cc2ccc(Cl)cc2Cl)c2ccccc12	-3.0%	-16%	1	-4.9%	5%	3%	-9%	11%	-6%
CCN(CC)CCCN=Cc1c(O)n(-c2cccc(C)c2C)c(=O)[nH]c1=O	-4.1%	-6%	1.1	-1.2%	-9%	-4%	8%	1%	-9%
CC1(C)CC(=O)C=C(NCCN2CCN(C(=O)Cc3ccc(Cl)cc3)CC2)C1	-0.7%	-6%	1.1	-2.6%	8%	-10%	1%	-10%	-12%
CN1CCN(c2ccc(C(F)(F)F)cc2N)CC1	-1.3%	-23%	1	-7.4%	0%	4%	5%	1%	-3%
O=C(N=Nc1c(O)[nH]c(=O)[nH]c1=O)C1COc2ccccc2O1 (stereo not given)	-3.9%	-34%	1	-8.0%	11%	27%	7%	57%*	-3%
Cn1cc[n+](C)c1P(=S)(c1ccccc1)c1ccccc1	8.4%	0%	0.9	-4.4%	11%	-7%	-12%	-16%	-4%
NC(=O)CS(=O)C(c1ccccc1)c1ccccc1 (stereo not given)	-5.9%	-4%	1.1	-1.9%	22%	9%	-13%	-2%	-5%
COc1ccc(-c2cc(=O)oc3cc(O)ccc23)cc1	4.0%	5.7µM*	·	·	5.7µM*	·	-46%	·	-5%
C=CCN1C(=O)C2(C(C(=O)OCC)=C(N)Oc3c2c(=O)oc2ccccc32)c2ccccc21 (stereo not given)	5.8%	-14%	0.9	-9.3%	2%	11%	7%	-4%	9%
Cc1ccccc1-n1c(C)nc2ccccc2c1=O	-1.2%	-33%	1.1	-6.5%	-1%	-1%	-34%	-9%	-10%
N#CCCn1cc(C(=O)Nc2ccc(F)cc2)c(-c2ccccc2)n1	2.3%	-20%	·	·	1%	·	-49%[20 µM]	·	-5%
O=C(COC(=O)Cc1ccccc1)NC12CC3CC(CC(C3)C1)C2	1.0%	8%	1.1	-2.0%	18%	3%	-14%	4%	-4%
COc1cc2c(cc1OC)[C@@H]1C(=O)c3ccc4c(c3O[C@@H]1CO2)C[C@H](C(C)C)O4	5.0%	59%*	·	·	36%	·	-28%	·	-5%
Cc1ncc([N+](=O)[O-])n1CCOc1nonc1N	2.9%	-21%	1.1	-10%	6%	-12%	-44%	-6%	-3%
O=[N+]([O-])c1cc(F)c(N2CCCC2)cc1N1CCNCC1	-4.0%	-16%	0.8	-2.5%	21%	-6%	12%[20 µM]	-3%	-4%
C=Cn1ccnc1P(=S)(c1ccc(N(C)C)cc1)c1nccn1C=C	6.1%	6%	1.1	-2.9%	30%	4%	4%	6%	-4%
CCC(=NC1CC1)c1c(O)n(C2CCCCC2)c(=O)[nH]c1=O	0.5%	-26%	1	-9.5%	5%	9%	16%	6%	-2%
c1ccc(C2N3CCCN23)cc1 (stereo not given)	-0.3%	-23%	1.1	-1.4%	6%	4%	-38%	5%	1%
C[C@@]1([C@@H](NP(=O)(c2ccccc2)c2ccccc2)c2ccccc2)C[C@H]1CCO	1.8%	-13%	1.1	-8.5%	9%	-2%	15%	3%	-2%
CCCC(=O)c1cc(CP(=O)(OCC)OCC)oc1C	0.1%	-5%	·	·	0%	·	32%	·	-5%
Nc1c(C(=O)NCCN2CCOCC2)c2nc3ccccc3nc2n1Cc1ccco1	-1.0%	4%	1.1	-2.0%	-4%	8%	4%	17%	-12%

11 compounds out of the list, ordered by molar mass, lowest first:
SMILES	KOR beta-arrestin-1	NOD1 inhibition	TNAP activators	XIAP displacement	HEK293 NOD2/NF-kB	PMI inhibitors	KOR beta-arrestin-2	PMI inhibition	LYP inhibition
c1ccc(C2N3CCCN23)cc1 (stereo not given)	-0.3%	-23%	1.1	-1.4%	6%	4%	-38%	5%	1%
Cc1ccccc1-n1c(C)nc2ccccc2c1=O	-1.2%	-33%	1.1	-6.5%	-1%	-1%	-34%	-9%	-10%
COc1ccc(-c2cc(=O)oc3cc(O)ccc23)cc1	4.0%	5.7µM*	·	·	5.7µM*	·	-46%	·	-5%
O=[N+]([O-])c1cc(F)c(N2CCCC2)cc1N1CCNCC1	-4.0%	-16%	0.8	-2.5%	21%	-6%	12%[20 µM]	-3%	-4%
CCCC(=O)c1cc(CP(=O)(OCC)OCC)oc1C	0.1%	-5%	·	·	0%	·	32%	·	-5%
CCC(=NC1CC1)c1c(O)n(C2CCCCC2)c(=O)[nH]c1=O	0.5%	-26%	1	-9.5%	5%	9%	16%	6%	-2%
C=Cn1ccnc1P(=S)(c1ccc(N(C)C)cc1)c1nccn1C=C	6.1%	6%	1.1	-2.9%	30%	4%	4%	6%	-4%
COc1cc2c(cc1OC)[C@@H]1C(=O)c3ccc4c(c3O[C@@H]1CO2)C[C@H](C(C)C)O4	5.0%	59%*	·	·	36%	·	-28%	·	-5%
C[C@@]1([C@@H](NP(=O)(c2ccccc2)c2ccccc2)c2ccccc2)C[C@H]1CCO	1.8%	-13%	1.1	-8.5%	9%	-2%	15%	3%	-2%
Nc1c(C(=O)NCCN2CCOCC2)c2nc3ccccc3nc2n1Cc1ccco1	-1.0%	4%	1.1	-2.0%	-4%	8%	4%	17%	-12%
C=CCN1C(=O)C2(C(C(=O)OCC)=C(N)Oc3c2c(=O)oc2ccccc32)c2ccccc21 (stereo not given)	5.8%	-14%	0.9	-9.3%	2%	11%	7%	-4%	9%

(further entries)
SMILES	KOR beta-arrestin-1	NOD1 inhibition	TNAP activators	XIAP displacement	HEK293 NOD2/NF-kB	PMI inhibitors	KOR beta-arrestin-2	PMI inhibition	LYP inhibition
CCCn1cc(C(=O)O)cn1	-3.7%	-40%	1	-3.4%	-9%	-9%	4%	2%	-4%
COc1ccc2ccc(O)c(CN3CC=C(c4ccccc4)CC3)c2c1	-0.8%	10%	1.1	-7.8%	33%	29%	-10%	58%*	-5%
NS(=O)(=O)c1ccc(N=Cc2c(O)n(-c3ccccc3)c(=O)[nH]c2=O)cc1	1.2%	-54%	1.1	-7.8%	-6%	-51%	-17%	-38%	-3%
O=C(Nc1ccc2c(c1)OCO2)c1cn(Cc2ccc(F)cc2)nn1	4.6%	-14%	1.1	-2.9%	-29%	2%	33%	13%	2%
CCOP(=O)(OCC)C1(C(=O)O)CCCC1	5.9%	-2%	·	·	16%	·	-3%	·	-4%
Cc1nc2cc(-c3ccccc3)nn2c(C)c1CCC(=O)N1CCC2(CC1)OCCO2	-4.0%	-19%	1	-2.3%	0%	13%	36%	12%	-2%
COc1cccc(OC)c1CN1CCCC(C(=O)c2cccc(Cl)c2)C1 (stereo not given)	-3.6%	-13%	·	·	-3%	·	-18%[20 µM]	·	-2%
CCOc1cc(CNC(C)C(O)c2ccccc2)cc(Cl)c1OCC (stereo not given)	-2.6%	-2%	1.1	-4.0%	2%	8%	-34%	16%	0%
CC1CCCN(C(=O)CN2C3CCC2CC(O)(c2ccc(F)cc2)C3)C1 (stereo not given)	-2.7%	-24%	1.1	-1.3%	18%	-6%	12%	-1%	-1%
CCC(=NCc1cccnc1)c1c(O)n(C2CCCCC2)c(=O)[nH]c1=O	-5.2%	-10%	1	-5.3%	16%	9%	14%	5%	-6%
Cc1ccc(N2C(=O)NC(=O)C3(Cc4ccccc4N4CCCC43)C2=O)cc1 (stereo not given)	6.4%	-39%	1	-4.3%	3%	-34%	32%	-10%	0%
CCCc1nc2ccccc2c(=O)n1-c1ccc(O)cc1	·	-13%	1.1	-5.2%	9%	-7%	-14%[20 µM]	6%	-6%
COCCCNC(=O)c1c(NC(=O)c2ccccc2Cl)n(Cc2ccccc2)c2nc3ccccc3nc12	-0.3%	-28%	1.1	6.7%	-8%	15%	-19%	11%	-2%
CC1CN(CCc2ccccc2)CC(C)O1 (stereo not given)	3.2%	-2%	1	-2.5%	2%	-15%	-14%	-18%	-6%
C[C@]12CC[C@H]3[C@@H](CCC4=CC(=O)CC[C@@]43O)[C@@H]1CCC2=O	-2.1%	-2%	·	·	-3%	·	-2%	·	-7%
O=C1OC(c2ccc(Cl)cc2)=N/C1=C\N1CC2CC(C1)c1cccc(=O)n1C2 (stereo not given)	-3.7%	-6%	·	·	-4%	·	42%	·	-2%
Cc1ccc(/C=C2/C(=O)NC(=O)N(CCc3ccc(F)cc3)C2=O)o1	3.2%	26%	1	-4.8%	2%	-3%	-95%	-12%	-1%
COc1ccc(S(=O)(=O)NC(CC(=O)N2CCC3(CC2)OCCO3)C(C)C)cc1 (stereo not given)	-5.6%	-4%	1.1	-1.2%	-4%	4%	-8%	1%	-4%
